Source: PubChem BioAssay
Chronic BCR inh = inhibitors of chronic active B-cell receptor signaling; ABC-DLBCL IkBa-CBG/CBR reporter, luminescence ratio, 4 h; Potency, µM (series often up to 46.1 µM), without a hit: at the highest dose ratio change, negative = lower green/red ratio, most hits filed as inhibitors; hit rate 0.05% among 340,000; active = well fitted inhibition curve with a large enough effect in the signal ratio, with a control signal flat, not every such curve was filed as active; inconclusive = small, poorly fitted or top-dose-only effect, or effect the other way, or a change in a side signal; the % refers to the signal ratio;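 note: potency is the fitted concentration of half-maximal effect; plate controls were basal doxycycline-induced cells for no effect and cells given 10 µM MG132 for full effect; MG132 reads +100%, hits lower the ratio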
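Cell line TMD8 (human ABC DLBCL), stably expressing tet-inducible CBG68-IkBa fusion and CBR; IMDM/0.5% FBS; cpd up to 46 uM; dox induction, 4 h, 37C/5% CO2; dual luminescence; green/red ratio; MG132 control.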
KCNH2 WT inh = KCNH2 (human, wildtype) channel inhibition; hit rate 0.37% among 340,000; activity change, % at 1.84 µM; Q12809; U2OS, BacMam KCNH2, thallium flux FluxOr; hits give low values;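 active = maximum activity change below -70%; inconclusive = maximum activity change between -70% and -50%; inactive = maximum activity change above -50%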; note: % is set by controls: 0 for no effect and ±100 for the full control effect
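U2OS cells transduced with wild-type KCNH2 virus are loaded with FluxOr dye for 45 min, and thallium flux is measured in kinetic reads before and after stimulation buffer. Rate constants are normalized to DMSO controls.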
CXXC DNA block = blocks binding of human MLL CXXC domain to DNA; MLL-CXXC / FITC-HOXA9 DNA fluorescence polarization; hit rate 0.037% among 290,000; Potency, µM (top dose mostly 115 µM), inactives show at the top dose activity change, negative = inhibition, usual class: inhibitors; Q03164; active = well fitted inhibition curve with a large enough effect in the polarisation, with a control signal flat, not every such curve was filed as active; inconclusive = small, poorly fitted or top-dose-only effect, or effect the other way, or a change in a side signal; inactive = no such curve, though single readings can be large or run the other way; the % refers to the polarisation; note: potency is the fitted concentration of half-maximal effect
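Fluorescence polarization: 7 uM MLL-CXXC (stock) preincubated 5 min with compounds, then 50 nM fluorescein-HOX-A9 DNA (stock) added; 30 min ambient. Buffer 50 mM Tris-HCl pH 7.5, 50 mM NaCl, 1 mM DTT, 0.05% BSA.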
AT treatment = potential ataxia-telangiectasia treatments restoring KAP-1 phosphorylation; hit rate 0.19% among 320,000; […] A-T fibroblasts, KAP-1 phosphorylation AlphaLISA; neocarzinostatin DNA damage 30 min before lysis; AID 485349; Potency, µM (series often up to 57.5 µM), inactives show at the highest dose activation, most hits filed as activators; note: potency is the fitted concentration of half-maximal effect; % of control where 0% means no effect; nearly all actives have a fitted effect of over 45% in size
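ATM-like activity read as KAP-1 phosphorylation via AlphaLISA donor/acceptor antibody pairs after lysis and 6 hr at 25C. Cells were ATM-null patient fibroblasts ([…], hTERT), dosed 60 min, then exposed to the DSB inducer NCS for 30 min.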
Giardia killer = Giardia lamblia killing. Giardia lamblia trophozoite viability. activity change, % at 7.66 µM, hits read low. hit rate 0.15% among 340,000. AID 540267; in the data active = activity change below about -80%; inconclusive = between about -30% and that limit;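 note: parasites exposed to compound for two days anaerobically before the ATP read; % is set by controls: 0 for no effect and ±100 for the full control effect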
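Viability, read as ATP luminescence: trophozoites at 100 cells/well, compound added, 48 hrs anaerobic at 37 deg C, then 15-30 min room-temperature development before reading.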
GALK inh = inhibitors of human galactokinase; Purified GALK, Kinase-Glo residual ATP luminescence; Potency, µM (doses to about 57.5 µM), for the others: top-dose activity change, negative = inhibition, hits mostly inhibitors; hit rate 0.007% among 270,000; AID 1868; note: potency is the fitted concentration of half-maximal effect; % is set by controls: 0 for no effect and ±100 for the full control effect
Target sequence (P51570 whole entry, looked up): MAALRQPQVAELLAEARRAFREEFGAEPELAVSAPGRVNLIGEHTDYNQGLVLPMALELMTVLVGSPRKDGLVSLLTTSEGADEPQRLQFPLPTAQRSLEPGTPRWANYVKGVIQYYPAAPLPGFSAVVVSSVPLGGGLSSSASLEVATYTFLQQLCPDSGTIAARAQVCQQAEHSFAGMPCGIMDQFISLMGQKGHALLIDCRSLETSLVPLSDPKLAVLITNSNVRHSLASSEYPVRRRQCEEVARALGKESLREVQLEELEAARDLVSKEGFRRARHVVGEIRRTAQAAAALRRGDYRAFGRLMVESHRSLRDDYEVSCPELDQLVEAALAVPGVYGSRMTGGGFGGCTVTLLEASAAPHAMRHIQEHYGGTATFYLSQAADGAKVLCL
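Human GALK (5 nM) with 35 uM ATP and 100 uM galactose in 20 mM HEPES pH 8.0, 5 mM MgCl2, 60 mM NaCl, 1 mM DTT, 0.01% BSA. After 1 h at room temperature, leftover ATP was read by Kinase-Glo Plus luminescence.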
TSHR antag = antagonists of human thyroid stimulating hormone receptor; TSHR-expressing cells, TSH-stimulated cAMP HTRF, 2 h; hits give low values; P16473; AID 504810; activity change, negative = inhibition, % at 11.5 µM; hit rate 0.2% among 330,000;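 active = activity change below a set negative limit, meaning inhibition stronger than a set level, cut at about -70% in these data; inconclusive = activity change between two set negative limits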; note: % is set by controls: 0 for no effect and ±100 for the full control effect
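Inhibition of cAMP made by TSHR-expressing cells under TSH stimulation (4nM final, EC80; 2 h, 37 deg C) is quantified with a one-step lysis HTRF kit, anti-cAMP cryptate versus cAMP-d2.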
Coupling enz = counter-screen for Giardia aldolase inhibitors: coupling enzyme system | activity change, negative = inhibition, % at 58.2 µM, hits read low | AID 2472 | coupling enzyme system counterscreen, AmpLite Red fluorescence | hit rate 0.67% among 290,000; in the data active = activity change below about -30%; note: % is set by controls: 0 for no effect and ±100 for the full control effect
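Counterscreen of the coupled detection system alone, without aldolase: glyceraldehyde-3-phosphate coupling enzymes plus AmpLite Red readout. Compounds at 57.5 uM final, 10 min RT preincubation, 20 min RT reaction, fluorescence 525/598 nm.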
TCR act = T cell receptor activation; primary human leukocytes, anti-CD3, IL-2 HTRF, 48 h; Potency, µM (titrated, usually from 9.22 µM), for inactives: at the highest dose activation of IL-2 secretion, usual class: activators; 330,000 tested, under 10 active; note: % of control where 0% means no effect
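Primary human leukocytes were stimulated with a-CD3 beads plus compounds for 48 hr without co-stimulation; secreted IL-2 was quantified by HTRF using a-IL-2-K (europium cryptate) and a-IL-2-d2, excited at 320nm with acceptor emission read at 665nm.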
Tb PFK block = inhibitors of T. brucei phosphofructokinase; O15648; T. brucei PFK, ADP-Glo luminescence; Potency, µM (highest dose often 57.5 µM), without a hit: at the top dose activity, negative = inhibition, actives largely listed as inhibitors; hit rate 0.17% among 330,000; AID 485367;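 note: potency is the fitted concentration of half-maximal effect; 0% = uninhibited 1x PFK enzyme wells and -100% = no-enzyme wells; nearly all actives have a fitted effect of over 60% in size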
Target sequence (O15648 whole entry, looked up): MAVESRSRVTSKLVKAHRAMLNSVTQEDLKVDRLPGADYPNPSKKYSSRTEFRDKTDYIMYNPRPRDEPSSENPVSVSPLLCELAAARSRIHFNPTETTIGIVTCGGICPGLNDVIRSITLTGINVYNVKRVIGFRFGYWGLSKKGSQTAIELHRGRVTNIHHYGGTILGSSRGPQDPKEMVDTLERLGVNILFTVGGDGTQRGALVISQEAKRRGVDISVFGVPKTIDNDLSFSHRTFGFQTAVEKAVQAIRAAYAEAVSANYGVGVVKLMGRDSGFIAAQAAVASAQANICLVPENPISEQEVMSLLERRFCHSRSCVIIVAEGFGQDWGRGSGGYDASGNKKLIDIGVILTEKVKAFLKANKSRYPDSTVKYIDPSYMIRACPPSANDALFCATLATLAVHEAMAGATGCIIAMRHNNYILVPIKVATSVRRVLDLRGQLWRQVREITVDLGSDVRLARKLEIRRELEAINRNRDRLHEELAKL
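ADP-Glo luminescence quantified ADP after 45 min at room temperature, with 1.25 nM T. brucei PFK, 0.1 mM ATP and 0.5 mM fructose-6-phosphate in pH 8.0 TEA buffer. qHTS titrations up to 57 µM; curves classified by quality.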
* hit, by the source's call; ? = inconclusive; · = not tested or not shown; [ ] = remark or other dose. Unless noted, calls come from the whole dose curve; as a rule, active = well fitted curve in the direction sought with a large enough effect; inconclusive = small, poorly fitted or top-dose-only effect, or another doubt; inactive = no such curve, though single readings can be large; an effect the other way counts as inactive or inconclusive.

The line under a structure holds: GALK inh	Chronic BCR inh	KCNH2 WT inh	TCR act	TSHR antag	AT treatment	CXXC DNA block	Coupling enz	Tb PFK block	Giardia killer
- CCN1C(=O)c2cccc3c(S(=O)(=O)Nc4c(C)n(C)n(-c5ccccc5)c4=O)ccc1c23
→ 0.1%	?	5.0	0.1%	-5.5	5.8%	2.4%	-3.1	-2.6%	-22.3
- CCOc1cc2[nH]c(=O)n(CCc3ccc(OC)c(OC)c3)c(=O)c2cc1OCC
→ 1.8%	7.0%	-3.1	·	-12.9	4.7%	1.5%	1.8	-4.5%	-4.8
- CS(=O)(=O)N(CC(=O)N1CCOCC1)c1ccccc1Br
→ 0.5%	7.3%	2.0	-7.8%	-18.0	1.1%	-7.5%	-2.2	-0.4%	2.7
- Cc1cc(NC(=O)c2ccno2)no1
→ -3.1%	-0.4%	-46.6	-1.5%	-17.4	0.6%	-3.1%	·	-0.4%	-1.2
- O=C(NCC(=O)N1CCN(C/C=C/c2ccccc2)CC1)c1ccc(OC(F)F)cc1
→ ·	-1.1%	38.7	-7.0%	-2.3	7.5%	·	·	-0.5%	-10.9
- CN(C(=O)COC(=O)c1cc2ccccc2oc1=O)C1CCCCC1
→ ·	?	-9.7	4.4%	-11.5	-0.8%	·	·	-0.8%	-3.2
- Cc1ccc(C(=O)NC(C)c2ccccc2)cc1S(=O)(=O)N1CCOCC1 (stereo not given)
→ -0.7%	-1.1%	-0.6	·	-8.5	-0.8%	7.5%	-0.3	-2.3%	30.8[activator]
- COc1ccccc1NC=C1C(=O)OC2(CCCCC2)OC1=O
→ 7.3%	?	-19.0	-2.7%	-16.1	-6.3%	-3.2%	0.1	0.4%	4.8
- Cc1ccc(/C(N)=N/OC(=O)C23CC4CC(CC(C4)C2)C3)cc1
→ -2.5%	1.7%	-14.7	·	-4.2	8.5%	4.1%	-1.6	-5.8%	4.7
- c1ccc(CN2CCOCCOCCOCCOCCOCCOCC2)cc1
→ -2.1%	0.7%	-1.7	-5.1%	2.2	-0.1%	2.5%	1.6	-0.7%	-7.6
- Cc1ccc2c(COC(=O)CC3Sc4ccccc4NC3=O)cc(=O)oc2c1C (stereo not given)
→ 2.2%	1.9%	1.3	-3.5%[46.1 µM]	-2.5	13.9%	5.0%	0.2	-1.8%	-26.3
- Cc1ccc(-c2onc3ccc(Br)cc23)cc1
→ -3.3%	?	-7.7	14.8%	0.2	-8.3%	1.7%	1.6	0.6%	4.7
- O=C(O)/C=C/C(=O)Nc1ccc(C(=O)c2ccccc2)cc1
→ 1.8%	-27.8%	6.7	6.8%	-9.6	4.3%	-6.7%	1.3	-1.1%	0.6
- N#CC1=C(N)OC2=C(C(=O)CCC2)C12C(=O)N1CCCc3cccc2c31 (stereo not given)
→ 2.5%	5.2%	4.7	-0.6%	16.2	·	2.0%	6.4	6.3%	-9.2
- CCCCC1CCC(C(=O)Nc2ccccc2N2CCOCC2)CC1 (stereo not given)
→ ·	?	0.9	·	-4.3	26.9%	·	·	-2.5%	4.8
- Cc1ccc(CN(C(=O)c2ccccc2C)C2CCS(=O)(=O)C2)o1 (stereo not given)
→ 0.3%	-2.0%	4.6	2.7%	-3.4	-2.5%	2.5%	-0.3	-6.2%	1.4
- COc1ccc(Cl)cc1S(=O)(=O)N1CCN=C1Cc1ccccc1
→ -2.7%	-2.6%	13.3	2.2%	3.3	9.3%	10.2%	·	1.6%	4.1
- O=C(O)CCC1(c2ccccc2)NC(=O)NC1=O (stereo not given)
→ 6.1%	3.2%	-0.2	0.3%	1.1	8.7%	-0.3%	0.7	-2.4%	-16.3
- CCOC(=O)c1ccc(NC(=O)Cn2nc(C)c3ccccc3c2=O)cc1
→ 1.6%	-0.2%	-1.0	1.8%	-9.3	-0.5%	-4.1%	3.2	1.3%	9.7
- CC(=O)c1sc(-c2ccc(F)cc2F)nc1C
→ 1.6%	-9.2%	1.6	1.1%	0.1	6.3%	2.7%	0.9	-1.9%	23.1
- Cc1ccc(-n2c(N)c(C(=O)N3CCCCC3)sc2=S)cc1
→ 4.1%	0.9%	2.4	1.5%	-2.4	·	-2.1%	2.4	-8.0%	-15.8
- S=C(NCCNC(=S)Nc1ccccc1)Nc1ccccc1
→ -4.2%	-0.2%	3.2	·	29.5	-1.4%	11.5%	-0.3	-1.3%	-14.0
- CCOC(=O)N1CCC(NC(=O)C2CCCN(c3nc4ccccc4o3)C2)CC1 (stereo not given)
→ -0.6%	15.7%	4.6	4.6%	5.2	-18.3%	-3.9%	0.7	3.7%	-18.5
- CCCCc1nc(C(N)=O)c2[nH]c(=O)n(-c3ccc(OCC)cc3)c2n1
→ 2.6%	-7.2%	-1.6	-0.8%	-6.6	3.9%	3.3%	1.0	-1.6%	5.3
- CCCc1nn(C)c(C(=O)Nc2cccc(CC)c2)c1Cl
→ -0.1%	?	-2.0	-0.1%[46.1 µM]	-11.3	?	-0.6%	-1.4	-7.6%	34.5[activator]
- Cc1ccc(-c2csc(N3CCC(C(N)=O)(N4CCCCC4)CC3)n2)cc1
→ 0.9%	?	-6.0	7.8%	-6.6	3.5%	0.4%	0.5	0.0%	0.0
- Cc1cc(C)cc(NC(=O)N2c3ccccc3NC(=O)CC2C)c1 (stereo not given)
→ -1.3%	?	-1.3	-1.3%	5.3	0.4%	2.7%	4.0	0.0%	-22.4
- O=c1c2ccccc2sn1-c1cc(S(=O)(=O)N2CCOCC2)ccc1N1CCCC1
→ -0.4%	?	4.5	-5.6%	-10.2	1.4%	-5.3%	1.5	9.53µM*	14.1
- CN(C)c1ccc(-c2cc3ccccc3c(=O)o2)cc1
→ ·	?	5.1	2.5%	-7.0	8.0%	·	·	-0.5%	-22.5
- O=c1cc(O)c2sc(Nc3ccc(Cl)c(F)c3)nc2[nH]1
→ 3.8%	7.1%	-1.4	-0.8%	-2.9	5.6%	-6.2%	1.8	-13.7%	-2.7
- CC1(C)CC(=O)N(c2ccccc2)C1(C)O (stereo not given)
→ 7.0%	3.5%	-2.1	4.0%	-10.3	8.5%	-3.7%	1.4	0.7%	-20.3
- COc1cc(CCC(=O)OCC(=O)Nc2cccc(S(N)(=O)=O)c2)cc(OC)c1OC
→ 2.4%	?	-3.0	-5.5%[46.1 µM]	-2.0	2.1%	6.4%	-1.6	-0.2%	3.6
- COCCn1nnnc1SCC(=O)c1ccc(F)cc1
→ 1.7%	17.8%	2.9	5.2%[46.1 µM]	2.9	-4.6%	-4.0%	2.5	-7.3%	9.7
- COc1ccc(C(=O)N/C(=C\c2ccc3c(c2)OCO3)C(=O)NCCc2nc3ccccc3[nH]2)cc1
→ 1.0%	?	-23.0	5.9%[46.1 µM]	1.7	3.7%	3.5%	0.8	3.0%	2.4
- COc1cccc(CNc2cc(C)ccn2)c1O
→ -4.8%	-0.3%	2.5	-1.3%	7.4	-2.5%	2.0%	3.3	-2.6%	2.8
- Cc1[nH]n(-c2ccc(Cl)cc2)c(=O)c1C=Nc1ccc(S(=O)(=O)N2CCOCC2)cc1
→ -3.0%	0.7%	-18.7	1.8%	-0.2	-1.7%	-7.9%	0.2	-0.8%	0.7
- CCN(CC)S(=O)(=O)c1ccc(N2CCN(S(=O)(=O)c3ccc4c(c3)OCCO4)CC2)nc1
→ 0.1%	?	-1.5	0.2%	-21.3	0.0%	-9.5%	1.5	-4.2%	-2.3
- COc1ccc(C(=O)COC(=O)c2ccccc2NS(=O)(=O)c2ccc(O)c([N+](=O)[O-])c2)cc1
→ ·	17.9%	-10.6	1.8%	-15.3	4.6%	19.4%	10.8	1.7%	?
- COC(=O)c1sc2nc3c(cc2c1N)CCCC3
→ 1.1%	?	-0.3	-2.6%	-17.7	5.3%	-0.3%	-4.0	-5.2%	-2.5
- O=C(Nc1cccc(F)c1)N1C2CCC1CC(O)(c1cccnc1)C2 (stereo not given)
→ 1.2%	?	0.4	5.1%	40.1	1.8%	1.4%	2.1	4.3%	14.1
- O=C(CSc1nncn1-c1cccnc1)N1CCOCC1
→ ·	?	-0.9	-1.0%[46.1 µM]	2.4	1.4%	0.5%	0.3	-2.6%	-24.5
- CC(=O)N1C(=O)N(C(C)=O)C2C1N(C)C(=O)N2C(C)=O (stereo not given)
→ 0.4%	5.2%	8.5	-0.8%	0.8	4.4%	-5.4%	-0.5	-0.6%	11.4
- O=C(Cc1cn2ccsc2n1)Nc1ccccc1Oc1ccccc1
→ 4.2%	-0.4%	6.1	-1.6%	-3.9	11.2%	-4.3%	1.2	-5.0%	6.5
- Cc1ccc(NC(=O)CCNC(=O)c2ccc(Br)cc2)nc1
→ -2.5%	7.1%	10.8	-3.1%	-2.5	4.1%	?	0.5	3.7%	-5.4
- Cc1ccc(C)c(-n2cc(CNC(C)Cn3cncn3)c(-c3ccccc3)n2)c1 (stereo not given)
→ -3.0%	-4.1%	4.8	-6.0%	-5.5	-7.6%	-1.7%	-4.3	1.8%	-3.6
